SR-BI DiI-HDL act: activators of SR-BI mediated DiI-HDL uptake, primary screen, ldlA[mSR-BI] CHO cells, DiI fluorescence; hit rate 0.096% among 320,000; 3 h; 100 = double the neutral-control signal; AID 504775, 2011; activation, % at 12.5 µM;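 active means mean replicate activation of at least 60% and every replicate at or above 60%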;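 further: 0% = median plate neutral-control signal and 100% = twice that signal; values of inactives mirror those of a sister screen read the other way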
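Assay system: CHO ldlA[mSR-BI] cells, LDL receptor-null, SR-BI overexpressing; medium: Ham's F12 with 0.5% BSA, HEPES 25 mM, pH 7.4; also added: DiI-HDL 10 µg/mL; timing: 3 h uptake period with compound, 37 °C; signal: DiI fluorescence, bottom read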
CAL PDZ FP-1: untagged CAL PDZ binding inhibitors, primary screen, biochemical, fluorescence polarization, HTS; Golgi-associated PDZ and coiled-coil motif-containing protein (Homo sapiens), Q9HD26; purified CAL PDZ, TMR-peptide fluorescence polarization, 1 h; inhibition, % at 24.9 µM; hit rate 0.92% among 300,000; AID 602252, 2012;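 active means mean inhibition of at least 30% with at least half of replicates also reaching 30%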;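 further: 0% = DMSO neutral control and 100% = excess unlabeled competitor peptide PRC23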
LANA DNA inh: inhibitors of KSHV C-LANA binding to DNA, primary screen, biochemical, fluorescence polarization, FAM-LBS DNA, MBP-C-LANA, single point | hit rate 0.078% among 340,000 | Kaposi's sarcoma herpesvirus LANA C-terminal domain (residues 932-1162) DNA binding | inhibition, % at 9 µM;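 active means highest replicate inhibition at or above 60% at 9 µM, even if other replicates fall short; inactive means all replicates below 60% inhibition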;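 further: 0% = neutral control wells and 100% = 4 µM acridine orange control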
Rtt109 Vps75: inhibitors of C. albicans Rtt109/Vps75 HAT, primary screen, biochemical, ThioGlo CoA-SH fluorescence, plate reader | Histone acetyltransferase RTT109 (Candida albicans (strain SC5314 / ATCC MYA-2876)), … | hit rate 0.16% among 330,000 | purified Rtt109/Vps75, 4 h | inhibition, % at 34.9 µM;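 active means inhibition of at least 50% in every replicate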
Target sequence (Q5AAJ8 whole entry, looked up): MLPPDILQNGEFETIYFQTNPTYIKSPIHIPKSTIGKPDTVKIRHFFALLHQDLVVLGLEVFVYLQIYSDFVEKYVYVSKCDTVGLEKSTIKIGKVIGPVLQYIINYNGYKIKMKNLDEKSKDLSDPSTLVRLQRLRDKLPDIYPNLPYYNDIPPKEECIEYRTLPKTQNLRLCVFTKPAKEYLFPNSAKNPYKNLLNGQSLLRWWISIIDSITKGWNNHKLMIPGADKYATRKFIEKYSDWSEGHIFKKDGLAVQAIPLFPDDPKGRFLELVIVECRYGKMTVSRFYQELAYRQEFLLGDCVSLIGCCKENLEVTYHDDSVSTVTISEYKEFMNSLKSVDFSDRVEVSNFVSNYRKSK
Keap1-Nrf2 PPI: Keap1-Nrf2 protein-protein interaction inhibitors, primary screen, biochemical, fluorescence polarization, single point. Keap1 Kelch-Nrf2 peptide fluorescence polarization, 1536-well. inhibition, % at 9.4 µM. hit rate 0.15% among 340,000. AID 504523, 2011; in the data active means inhibition above about 12%;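 further: human Keap1 Kelch domain with fluorescein labeled Nrf2 9mer peptide probe; 0% = neutral control wells and 100% = peptide positive control; higher means more block of Keap1 binding to Nrf2 peptide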
cardiac RTF act: cardiac RTF calcium sensitivity activators, primary screen, biochemical, IANBD-TnC fluorescence, EC20 calcium; IANBD-labeled TnC RTF fluorescence at EC20 calcium; 0% EC20 calcium, 100% full calcium; activation, % at 7.2 µM; hit rate 0.24% among 340,000; AID 493008, 2010;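 active means activation above the mean over all tested compounds plus 3 SD, cut at about 30% in these data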;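 further: rise in fluorescence read as greater calcium sensitivity of cardiac thin filaments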
Cardiac RTF inh: cardiac RTF calcium sensitivity inhibitors, primary screen, biochemical, IANBD-TnC fluorescence, EC70 calcium. inhibition, % at 7.15 µM. AID 493244, 2011. Troponin I, cardiac muscle (Homo sapiens) + Troponin T, cardiac muscle (Homo sapiens) + …. IANBD-labeled cardiac RTF, Ca2+ fluorescence. hit rate 0.12% among 340,000;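 active means inhibition above the mean inhibition of all tested compounds plus 3 SD, cut at about 17% in these data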;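 further: assay run at fixed EC70 calcium of 1.6 mM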
DAGLB inhibitor: DAGLB lipase inhibitors, primary screen, biochemical, fluorescence, HTS; Diacylglycerol lipase-beta (Homo sapiens), Q8NCG7; HEK293T DAGLB membrane lysate, EnzChek fluorogenic substrate; inhibition, % at 5.17 µM; hit rate 0.059% among 340,000; in the data active means inhibition above about 34%;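 further: 0% = enzyme with vehicle and 100% = wells lacking enzyme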
PKA-R2B activ: activators of PKA-R2B holoenzyme, primary screen, biochemical, fluorescence polarization, Cy5-IP20, human; cAMP-dependent protein kinase catalytic subunit beta (Homo sapiens) + cAMP-dependent …; PKA-R2B holoenzyme dissociation; R2B truncated from residue 108, S112A mutant; 0% DMSO only, 100% 113 µM cGMP; activation, % at 11.4 µM; hit rate 0.079% among 340,000; AID 504700, 2011;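 active means activation above a cutoff set at the mean over all compounds plus 3 SD, cut at about 18% in these data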;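 further: higher means more holoenzyme dissociation and a rise in polarization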
Target sequence (P31323 whole entry, looked up, other chains not shown, the tested form may be a part): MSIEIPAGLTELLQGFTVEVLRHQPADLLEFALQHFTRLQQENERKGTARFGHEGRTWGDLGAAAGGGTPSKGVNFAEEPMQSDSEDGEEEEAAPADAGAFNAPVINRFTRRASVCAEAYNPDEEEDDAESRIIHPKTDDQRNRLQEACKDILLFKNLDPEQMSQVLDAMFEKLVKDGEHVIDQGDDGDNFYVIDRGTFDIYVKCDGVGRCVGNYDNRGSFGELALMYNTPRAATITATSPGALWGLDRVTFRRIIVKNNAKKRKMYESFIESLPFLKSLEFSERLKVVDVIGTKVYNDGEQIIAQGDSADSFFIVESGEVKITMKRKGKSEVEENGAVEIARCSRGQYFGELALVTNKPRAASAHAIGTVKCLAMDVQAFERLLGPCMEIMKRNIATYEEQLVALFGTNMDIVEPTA
CAL PDZ FP-2: CAL PDZ peptide-binding inhibitors, primary screen, biochemical, fluorescence polarization, Cer-tagged CAL PDZ, HTS | purified CAL PDZ, TMR-peptide fluorescence polarization, 1 h | inhibition, % at 20 µM | hit rate 0.02% among 330,000 | AID 504414, 2011;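 active means highest replicate inhibition of at least 40%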;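 further: plate controls were DMSO neutral control wells for no effect and unlabeled competitor peptide control wells for full effect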
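Material – purified CerCALP PDZ construct · Detection – FP readout, S and P plane fluorescence · Measure – percent inhibition from loss of millipolarization · Controls – unlabelled peptide for full inhibition, DMSO wells as neutral · Probe or stimulus – TMR-labelled reporter peptide T*-PRC34 bound in PDZ groove · Times – 1 h at RT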
* marks the source's active call; other numbers are inactive results; nt = no result given.

SMILES	SR-BI DiI-HDL act	CAL PDZ FP-1	LANA DNA inh	Rtt109 Vps75	Keap1-Nrf2 PPI	cardiac RTF act	Cardiac RTF inh	DAGLB inhibitor	PKA-R2B activ	CAL PDZ FP-2
Cc1ccc(Nc2cc(=O)oc3ccccc23)c(C)c1	-16.7	-1.8	-0.1	-8.9	-0.6	-5.0	0.1	1.7	7.3	-0.8
CCCn1c2ccccc2c2cnn(CC(=O)O)c(=O)c21	-2.6	0.7	-0.1	-13.3	-5.0	3.1	-4.7	-2.5	-8.1	-0.4
C[N+]1(CC(=O)OCCCc2ccccc2)CCCCC1	9.1	0.0	2.5	6.0	-0.5	-2.0	-2.6	1.9	2.8	-2.0
CN(C)S(=O)(=O)c1cc(NC(=O)CNCc2ccccc2)ccc1Cl	-5.0	-1.8	1.1	7.8	-2.0	0.1	-1.0	0.0	7.7	-1.7
COc1ccccc1C1C(C(=O)c2ccco2)=C(O)C(=O)N1c1cc(C)on1 (centres undefined)	26.4	-4.4	-0.1	-7.4	3.4	-1.6	-4.2	-1.5	-13.3	-3.2
Nc1c(C(=O)Nc2ccccc2)c2nc3ccccc3nc2n1-c1ccc(O)cc1	-15.8	-8.4	-0.6	19.1	-3.4	6.3	0.8	0.9	-0.3	-2.7
CN(Cc1ccccc1)C(=O)COC(=O)/C=C/c1ccc2c(c1)OCO2	32.5	-2.4	0.1	3.8	-1.3	-5.4	-2.4	-3.1	-2.0	-0.4
CCSc1nc2sc3c(c2c(=O)[nH]1)CC(C)(CC)OC3 (centres undefined)	-1.0	nt	-0.7	-5.4	1.3	-8.9	-4.4	0.6	-10.0	-2.8
CCc1ccccc1NC(=O)C1CCCN(c2nn3c(=O)cc(C)nc3s2)C1 (centres undefined)	-1.1	-3.2	-0.6	2.9	-9.9	1.6	-4.3	-4.5	1.8	-0.2
Cc1noc(C)c1NC(=O)Nc1ccc2c(c1)CC(=O)N([C@@H](C)CO)C[C@@H](C)[C@@H](CN(C)C(=O)Nc1cccc3ccccc13)O2	-8.6	-4.8	1.4	7.5	-3.0	-0.7	11.2	-2.9	-8.1	-0.7
CC(C)Oc1ccccc1OCCCCn1cnc2ccccc2c1=O	20.3	nt	0.1	5.1	-2.9	1.7	-0.2	-3.5	-4.6	-1.1
CCc1nn(CCCC(=O)N2CCc3ccccc3C2)c(=O)c2cc3occc3n12	13.1	-0.5	1.6	1.4	4.0	-5.6	6.0	-0.4	3.7	nt
COc1cccc(/C=C2\SC(N3CCCC(C)C3)=NC2=O)c1OC (centres undefined)	-32.0	-2.0	1.0	-12.5	-3.2	-0.1	-5.6	-3.4	-9.1	-1.6
O=c1c2sccc2n(Cc2cccc(F)c2)c(=O)n1-c1ccc(F)cc1	-20.5	-1.5	-0.9	-4.0	-4.0	-2.9	-9.9	-4.2	2.8	-0.5
Cc1cc(S(=O)(=O)Nc2cccc(O)c2)c(C)s1	6.8	1.4	1.4	-7.0	2.3	-5.8	-2.1	-3.8	-4.0	-1.3
Cc1occc1-c1nnc(SCC(=O)NC2CCC(C)CC2)o1 (centres undefined)	3.3	-3.7	-1.6	1.2	-1.6	6.0	-6.7	-2.8	-1.3	-1.6
CCN(CC)S(=O)(=O)c1ccc(NC(=O)Nc2cccc(C(F)(F)F)c2)cc1	-15.4	-3.5	0.4	-9.3	1.3	-4.8	6.5	-1.1	-13.6	-4.0
COc1ccc(Cc2nnc(Nc3ccccc3OC)[nH]c2=O)cc1	2.8	-0.3	-0.1	-0.1	-4.7	5.1	-4.1	1.8	0.8	0.6
COc1cccc(S(=O)(=O)N2CCOCC2)c1	8.9	-7.4	-2.4	10.7	-3.2	4.7	-4.0	-1.8	-0.1	nt
CCC(C)(C)n1nnnc1C(c1cc2ccc(OC)cc2[nH]c1=O)N1CCc2ccccc2C1 (centres undefined)	-19.9	1.2	34.5	-37.1	9.6*	-1.2	-1.3	0.0	0.1	-0.7
O=c1sc2ccccc2c(N2CCCC2)c1[N+](=O)[O-]	-1.0	-2.7	1.4	-0.3	-3.5	4.1	-3.0	2.3	-5.7	-1.1
O=C(COC(=O)CCCN1C(=O)c2cccc3cccc(c23)C1=O)Nc1cccc(Br)c1	-6.1	-3.4	-2.3	6.5	-5.2	1.5	3.9	-3.6	1.1	-1.4
O=C(NCCN1CCOCC1)c1cc(-c2ccc(Cl)s2)nc2ccccc12	nt	-1.1	0.9	-4.7	-4.3	0.2	-5.5	-0.2	5.5	-2.4
N#Cc1ccccc1NCC(=O)N1CCN(S(=O)(=O)c2ccccc2)CC1	14.3	nt	-0.9	10.1	-1.6	-4.8	2.7	-0.1	-5.3	-0.6
COc1ccc(NC(=O)c2cc(S(=O)(=O)Nc3ccc(OC)cc3)cs2)cc1	-10.0	2.2	12.2	2.1	1.4	-3.6	7.8	0.7	-10.4	0.5

Ordered by molar mass (smallest number first): part of the list above
SMILES	SR-BI DiI-HDL act	CAL PDZ FP-1	LANA DNA inh	Rtt109 Vps75	Keap1-Nrf2 PPI	cardiac RTF act	Cardiac RTF inh	DAGLB inhibitor	PKA-R2B activ	CAL PDZ FP-2
Cc1ccc(Nc2cc(=O)oc3ccccc23)c(C)c1	-16.7	-1.8	-0.1	-8.9	-0.6	-5.0	0.1	1.7	7.3	-0.8
C[N+]1(CC(=O)OCCCc2ccccc2)CCCCC1	9.1	0.0	2.5	6.0	-0.5	-2.0	-2.6	1.9	2.8	-2.0
CCSc1nc2sc3c(c2c(=O)[nH]1)CC(C)(CC)OC3 (centres undefined)	-1.0	nt	-0.7	-5.4	1.3	-8.9	-4.4	0.6	-10.0	-2.8
CN(Cc1ccccc1)C(=O)COC(=O)/C=C/c1ccc2c(c1)OCO2	32.5	-2.4	0.1	3.8	-1.3	-5.4	-2.4	-3.1	-2.0	-0.4
CN(C)S(=O)(=O)c1cc(NC(=O)CNCc2ccccc2)ccc1Cl	-5.0	-1.8	1.1	7.8	-2.0	0.1	-1.0	0.0	7.7	-1.7
N#Cc1ccccc1NCC(=O)N1CCN(S(=O)(=O)c2ccccc2)CC1	14.3	nt	-0.9	10.1	-1.6	-4.8	2.7	-0.1	-5.3	-0.6
CCc1ccccc1NC(=O)C1CCCN(c2nn3c(=O)cc(C)nc3s2)C1 (centres undefined)	-1.1	-3.2	-0.6	2.9	-9.9	1.6	-4.3	-4.5	1.8	-0.2
O=C(NCCN1CCOCC1)c1cc(-c2ccc(Cl)s2)nc2ccccc12	nt	-1.1	0.9	-4.7	-4.3	0.2	-5.5	-0.2	5.5	-2.4

Screening results (PubChem)
